Abeta yeast res: compounds reversing amyloid beta toxicity in yeast. Potency, µM (series often up to 46.1 µM), for inactives: at the highest dose growth rescue, most hits filed as activators. yeast expressing A-beta42, growth rescue, OD600, 48 h; response scale: 0% DMSO, 100% iron-clioquinol control. 0.063% of 410,000 active; note: potency is the fitted concentration of half-maximal effect; nearly all actives have a fitted effect of over 55% in size
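Yeast growth medium received pinned compounds, then yeast cells expressing toxic A-beta were added; plates incubated at 30 C for 48 hr. Growth read as absorbance at 600 nm, normalized to DMSO and equimolar FeCl3 plus clioquinol controls.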
IL2 activator: IL-2 activation; IL-2 activation reporter assay, cell-based qHTS; stimulated with anti-CD3/CD4/CD28 beads; in transgenic mouse T cells; activation, % (series mostly up to about 46 µM); 0.065% of 360,000 active; AID 652025; in the data active = activation above about 50%; inconclusive = mostly about 30% to 49%; note: 0% is about no effect
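Unstimulated transgenic mouse T cells; 60-min compound exposure; bead-based TCR/CD4/CD28 stimulation; 18 h culture, 37 degrees C; dual fluorescence (EGFP, DsRed) plate cytometry.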
PI5P4Ka inh: blocks human PI5P4K alpha kinase activity | P48426 | PI5P4Kalpha enzyme, ADP-Glo luminescence, 60 min; stronger effect = lower value | max response, % | 1.2% of 330,000 active; active = max response of -50% or lower; inconclusive = between -30% and -50%; inactive = -30% or higher; note: value at the top dose of about 77 µM; % is set by controls: 0 for no effect and ±100 for the full control effect
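Human PI5P4Kalpha with substrate in 0.038 M HEPES pH 7.4, 0.28 mM EGTA, 0.1% CHAPS, 5% DMSO; reaction started with 5 microM ATP (final), 60 min at room temperature. ADP formed read by ADP-Glo luminescence.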
EPAC1 antagonist: antagonists of human EPAC1. O95398. EPAC1 GEF assay, Rap1b-BODIPY-GDP exchange fluorescence. Potency, µM (titrated, usually from 115 µM), for inactives: at the highest dose activity change, negative = inhibition, actives largely listed as inhibitors. 0.14% of 360,000 active. AID 720709;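 note: potency is the fitted concentration of half-maximal effect; plate controls were vehicle for no effect and positive control for full effect; nearly all actives have a fitted effect of over 50% in size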
Target sequence (O95398 whole entry, looked up): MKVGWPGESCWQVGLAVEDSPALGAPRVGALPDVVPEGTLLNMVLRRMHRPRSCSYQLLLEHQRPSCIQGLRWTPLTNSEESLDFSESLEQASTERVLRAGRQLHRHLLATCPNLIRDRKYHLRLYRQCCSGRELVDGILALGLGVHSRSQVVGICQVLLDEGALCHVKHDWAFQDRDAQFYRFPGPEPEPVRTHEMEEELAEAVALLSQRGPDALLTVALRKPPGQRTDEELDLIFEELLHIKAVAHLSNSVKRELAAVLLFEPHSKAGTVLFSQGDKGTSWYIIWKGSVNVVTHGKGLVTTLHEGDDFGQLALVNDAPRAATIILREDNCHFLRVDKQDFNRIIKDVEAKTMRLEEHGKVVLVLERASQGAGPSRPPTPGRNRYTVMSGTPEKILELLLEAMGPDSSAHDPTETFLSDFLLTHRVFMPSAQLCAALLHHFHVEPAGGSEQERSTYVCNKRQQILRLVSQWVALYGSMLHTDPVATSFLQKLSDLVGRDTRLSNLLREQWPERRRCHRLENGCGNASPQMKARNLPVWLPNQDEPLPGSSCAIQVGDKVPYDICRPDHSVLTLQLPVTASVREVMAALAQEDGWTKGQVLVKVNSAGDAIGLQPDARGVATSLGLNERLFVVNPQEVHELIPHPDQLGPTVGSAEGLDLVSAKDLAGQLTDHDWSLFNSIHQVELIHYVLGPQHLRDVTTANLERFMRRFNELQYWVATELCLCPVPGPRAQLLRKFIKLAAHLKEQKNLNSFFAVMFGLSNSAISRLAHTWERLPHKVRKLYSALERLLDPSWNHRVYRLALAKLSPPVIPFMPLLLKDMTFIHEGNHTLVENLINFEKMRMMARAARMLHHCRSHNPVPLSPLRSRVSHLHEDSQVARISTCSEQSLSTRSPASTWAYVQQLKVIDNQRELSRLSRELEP
EPAC1 ag: EPAC1 (human) agonism. O95398. EPAC1 agonist qHTS, biochemical assay; response scale: 100% = response to 6.5 mM cAMP. Potency, µM (highest dose often 154 µM), inactives show at the highest dose activation, hits mostly activators. 0.073% of 360,000 active; note: potency is the fitted concentration of half-maximal effect; nearly all actives have a fitted effect of over 60% in size
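Nucleotide exchange assay: 100 nM EPAC1 with 250 nM Rap1B loaded with BODIPY-GDP and 50 uM GDP, room temperature. Fluorescence (480/540 nm) read every 5 min for 30 min; signal change normalized to 6.5 mM cAMP as full agonist.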
WRN helicase inh: WRN helicase (human) inhibition | Potency, µM (top dose mostly 114 µM), for inactives: at the highest dose activity change, negative = inhibition, actives largely listed as inhibitors | 0.46% of 360,000 active | AID 651768 | Q14191 | WRN helicase unwinding, fluorescent forked duplex, kinetic; note: potency is the fitted concentration of half-maximal effect; % is set by controls: 0 for no effect and ±100 for the full control effect; nearly all actives have a fitted effect of over 55% in size
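Enzyme (20 nM final) and test compound sit together 15 min at room temperature before substrate addition. Substrate is a single-forked duplex oligonucleotide (100 nM) labelled with fluorophore and quencher, with 2 mM ATP; helicase unwinding raises red fluorescence, read kinetically.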
PLK1 PBD block: inhibitors of human PLK1 polo-box domain binding | AID 720504 | Potency, µM, for inactives: max response, negative = inhibition, most hits filed as inhibitors | 2.8% of 360,000 active | Plk1 PBD binding of FITC phosphopeptide, fluorescence polarization; note: potency is the fitted concentration of half-maximal effect; series mostly up to about 57 µM; % is set by controls: 0 for no effect and ±100 for the full control effect; nearly all actives have a fitted effect of over 65% in size
FUS suppressor: FUS proteinopathy suppression in yeast; 0.24% of 390,000 active; Potency, µM (series often up to 76.6 µM), inactives show at the top dose growth rescue (activation), usual class: activators; S. cerevisiae FUS-expressing, growth rescue, OD600, 24 h;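 note: potency is the fitted concentration of half-maximal effect; plate controls were DMSO vehicle for no effect and reference control for full effect; nearly all actives have a fitted effect of over 55% in size; some results filed as inactive show a strong effect at the top dose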
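Quantitative HTS measuring growth restoration of FUS-toxic yeast. Galactose-induced cells (OD 0.005) were exposed 24hr at 30C to compounds at several concentrations, then absorbance at 600 nm was recorded.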
* = called active by the depositor; ? = inconclusive; . = not tested or not shown; & = joins results of further samples; [ ] = remark or other dose. Unless noted, calls come from the whole dose curve; as a rule, active = well fitted curve in the direction sought with a large enough effect; inconclusive = small, poorly fitted or top-dose-only effect, or another doubt; inactive = no such curve, though single readings can be large; an effect the other way counts as inactive or inconclusive. Hits appear at their usual frequency. Share with any hit: about 4.1%.

mol	IL2 activator	Abeta yeast res	PI5P4Ka inh	EPAC1 antagonist	EPAC1 ag	PLK1 PBD block	WRN helicase inh	FUS suppressor
O=C(CCN1C(=O)c2cccc3cccc(c23)C1=O)NCc1ccco1	-0.1	-13%	-18	-12%	4%	-25%	-7%[57.1 µM]	20%
CC(N)c1csc(Nc2ccc(S(C)(=O)=O)cc2)n1 (stereo unspecified)	-0.1	-17%	5	6%	12%	-1%	-4%	-23%
CC(N=C1NS(=O)(=O)c2ccccc21)C(=O)NCc1ccncc1 (stereo unspecified)	0.9	5%	-3	16%	10%	-8%	2%	-9%
O=C(COc1ccc2c3c(c(=O)oc2c1)CCCC3)NCC(O)c1ccccc1 (stereo unspecified)	-0.3	.	0	3%	-5%	2%	-3%	4%
COc1ccc2cc(C=O)n(C)c2c1	-2.7	13%	-1	2%	9%	-6%	-3%	-23%
CCOC(=O)CNC(=O)C1(/C=C/c2ccccc2)CC(=O)N1c1ccc(C)cc1 (stereo unspecified)	-2.2	17%	11	-13%	-3%	6%	-10%	26%
O=C(COc1coc(CN2CCN(c3ccc(F)cc3)CC2)cc1=O)NC1CCCCC1	0.1	2%	3	-4%	2%	-9%	2%	.
COC(=O)c1c(NC(=O)COC(=O)[C@@H](NS(=O)(=O)c2cccc(Cl)c2)C(C)C)sc2c1CCC2	-6.6	4%	-11	0%	-9%	-1%	-16%	.
CCc1ccc(NC(=O)CSc2nnc(-c3ccccn3)n2C)cc1	1.5	17%	.	4%	3%	3%	-9%	-19%
Cc1ccc(SCCC(=O)Nc2ccccc2C(=O)NC(C)C)cc1	-0.1	2%	8	?	-19%	-8%	18%	.
Cn1c2ccccc2c2cc(C(=O)O)ccc21	-1.6	-54%[inhibitor]	.	-3%	2%	1%	-11%	-13%
COC(=O)[C@]1(C)N[C@H](CN(C)C(=O)c2ccc(C)cc2)[C@@H]2C(=O)N(Cc3ccccc3)C(=O)[C@@H]21	-0.4	-3%	0	-8%	-16%	-2%	-5%	-6%
CC(C)CCC(C(=O)NC(C)c1ccccc1)C(=O)NC(C)c1ccccc1 (stereo unspecified)	0.6	4%	-2	2%	-3%	-10%	2%	12%
COc1ccc(OCCOc2ccc(S(=O)(=O)N3CCCC3)cc2[N+](=O)[O-])cc1	1.0	-16%	-8	-8%	16%	-6%	-4%	.
CCCCCCNC(=O)OC12CN(C(=O)OC(C)C)N(C(=O)OC(C)C)CC1(O)CN(S(=O)(=O)c1ccc(C)cc1)C2 (stereo unspecified)	-3.7	-8%	7	-24%	-27%	-3%	-5%	?
CCOC(=O)c1cnc(-n2nc(C)cc2C)nc1Oc1ccc(C(=O)OC)cc1	-2.2	10%	-5	?	3%	-8%	-10%	-8%
Cc1ccc(CONC(=O)c2cccc([N+](=O)[O-])c2)cc1	0.2	6%	5	11%	7%	6%	-2%	-8%
CC1(C)Cc2c(c(=S)nc(-c3ccccc3)n2CCOCCO)CO1	0.2	13%	8	6%	-3%	-27%	-2%	13%
CN(Cc1ccno1)C(=O)CC1C(=O)NCCN1CC(c1ccccc1)c1ccccc1 (stereo unspecified)	-0.5	-9%	-4	0%	-1%	0%	-2%	10%
Oc1c(Br)cc(C=Nc2ccc3nc(-c4ccccc4)[nH]c3c2)c(O)c1Br	1.8	-31%[inhibitor]	-71*	?	-1%	-30%	?	0%
COCCN(C(=O)c1ccccc1F)c1c(N)n(Cc2ccccc2)c(=O)[nH]c1=O	0.5	-14%	9	5%	9%	-5%	-8%	17%
O=C(O)C1C2C=CC(C2)C1C(=O)NCc1ccc(Cl)c(Cl)c1 (stereo unspecified)	3.5	2%	6	3%	1%	-6%	-2%	-6%
COc1cccc2c1OCC(CN1CCN(C3CCCCC3)C(CCO)C1)=C2 (stereo unspecified)	-1.6	3%	0	-1%	-10%	-12%	-9%	18%
CC(C(=O)O)c1ccc(C(=O)c2ccccc2)s1 (stereo unspecified)	-0.2	-12%	-3	-13%	-17%	-14%	-1%	-29%
O=C(CSc1nc(-c2ccccc2)cc(C(F)(F)F)n1)NCCN1CCOCC1	0.2	3%	3	3%	-4%	-10%	-3%	?
O=[N+]([O-])c1ccc(Cl)c(CN2CCCCCC2)c1	-1.1	2%	2	-19%	3%	-9%	-10%	-5%
C=C(C)c1cccc(C(C)(C)NC(=O)Nc2ccccc2OCC)c1	0.1	-14%	6	11%	-7%	-2%	-10%	-7%
O=C(NCc1ccc2c(c1)OCO2)c1n[nH]c(=O)c2ccccc12	1.4	-16%	2	0%	5%	-11%	-9%	23%
Nc1cccc2cc(S(=O)(=O)O)ccc12	-0.3	16%	?	?	17%	?	?	10%
CC1CCCN1c1ccnc2cc(Cl)ccc12 (stereo unspecified)	-0.1	-14%	1	-10%	-6%	-5%	17%	4%

Continuation.
mol	IL2 activator	Abeta yeast res	PI5P4Ka inh	EPAC1 antagonist	EPAC1 ag	PLK1 PBD block	WRN helicase inh	FUS suppressor
COc1cccc(C(O)c2nc(-c3ccncc3)cs2)c1 (stereo unspecified)	0.0	5%	5	-14%	9%	-2%	-1%	-31%
CCCNC(=O)c1cc(S(=O)(=O)N2CCc3ccccc32)ccc1F	-3.1	-10%	.	-3%	8%	-6%	4%	18%
CN(C)S(=O)(=O)N1CCN(CC(O)COc2ccc(C(=O)c3ccccc3)cc2)CC1 (stereo unspecified)	0.2	-19%	2	7%	3%	-3%	-6%	16%
CCOc1ccc(CN(C)C(=O)CCNC(=O)c2ccco2)cc1	-0.3	4%	-4	11%	17%	1%	1%	-19%
CN(C)/C=N/NC(=O)c1ccc(Cl)cc1	2.7	-14%	0	-9%	5%	-22%	-4%[57.1 µM]	-1%
CC(C)C(NC(=O)C12CC3CC(CC(C3)C1)C2)C(=O)N/N=C/C1=C(N2CCOCC2)C(=C\c2cccc([N+](=O)[O-])c2)/CC1 (stereo unspecified)	0.3	-6%	3	0%	-5%	-1%	9%	.
CC1(C)OC(=O)C(=Cc2ccc(-c3ccc(Cl)c(C(=O)O)c3)o2)C(=O)O1	-2.4	2%	?	10%	5%	1.7µM*	45µM*	13%
CN1CCCN(C(c2ccccc2)c2ccc(Cl)cc2)CC1 (stereo unspecified)	-0.5	-4%	-6	-10%	-19%	5%	7%	-20%
CC(C)(C)NC(=O)[C@@H]1C[C@@H]2CCCC[C@@H]2CN1C[C@@H](O)[C@H](Cc1ccccc1)NC(=O)[C@H](CC(N)=O)NC(=O)c1ccc2ccccc2n1	-0.5&-0.6	-6%&-14%	2&-11	-22%&-17%	-14%&-30%	-12%&-18%	0%&-3%	10%&17%
O=c1c2ccccc2ncn1CCOCCOc1ccc([N+](=O)[O-])cc1	-2.8	2%	-6	-4%	7%	-11%	-1%	-30%
O=C(Nc1ccccc1F)c1cc(S(=O)(=O)N2CCOCC2)ccc1N1CCOCC1	-1.5	2%	-10	2%	1%	-1%	-2%	9%
CCN(c1ccccc1)S(=O)(=O)c1ccc(C(=O)Nc2ncccc2C)cc1	-0.9	-5%	6	9%	1%	-6%	-1%	8%
CN(C)/C=N/C(=S)Nc1ccccc1F	-0.1	3%	-1	19%	-3%	-8%	2%	12%
Cc1c(C(=O)N2CCN(S(=O)(=O)c3cccs3)CC2)oc2ccc(F)cc12	-0.9	-9%	0	-2%	-6%	1%	-4%	2%
CC(C)c1cc(NC(=O)CCl)on1	-3.4	-13%	8	-7%	7%	-15%	-4%	-6%
CCOC(=O)c1c(S(=O)(=O)Nc2ccc(F)cc2Cl)c(C)n(C)c1C	-2.9	7%	3	11%	2%	3%	-2%	2%
COCCn1cnc2c1c(=O)n(CC(=O)OCC(=O)NCC(F)(F)F)c(=O)n2Cc1ccccc1	-1.4	4%	4	-26%	-5%	-3%	-15%[57.1 µM]	-2%
COc1ccc(Cl)cc1/C=C1/C(=O)ON=C1C	-0.6	-13%	-4	-14%	2%	?	-17%	26%
Cc1cccc(-c2noc(C3CCCCC3)n2)c1	-2.4	4%	9	1%	5%	-4%	1%	6%
CCOC(=O)C1(CCCc2ccccc2)CCN(C(=O)c2cc(C)nc(C)n2)CC1	-1.0	3%	9	9%	-2%	1%	-3%	23%
O=C(COC(=O)/C=C/c1ccco1)Nc1ccc(F)cc1Cl	0.0	3%	-17	15%	-5%	-6%	-24%[11.6 µM]	-16%
C/C=C1\COC(C(=O)NCc2ccncc2)(C(F)(F)F)C=C1C=C1CCCCC1 (stereo unspecified)	-0.5	7%	1	-15%	-10%	-22%	-7%	8%
Cc1cc(C(F)(F)F)n(-c2nc(C(=O)N/N=C/c3ccc(F)cc3)cs2)n1	-1.0	-3%	-2	19%	4%	-2%	-8%	28%
CN(C)c1ncc(CN2CCC(CO)(CCCc3ccccc3)CC2)s1	-0.2	17%	3	0%	2%	-6%	-11%	-19%
Cc1ccc(Cn2nc(C)c(C(=O)NCC(c3ccc(F)cc3)N3CCOCC3)c2Cl)cc1 (stereo unspecified)	-1.0	1%	-10	-13%	-10%	-3%	-2%	12%
CC(=O)CSc1nc2ccccc2o1	-1.7	-17%	-18	-10%	7%	?	-1%	-13%
COc1ccc(C2CC(c3ccc4ccccc4c3)=NN2C(=O)CN2C(=O)CCC2=O)cc1 (stereo unspecified)	-3.0	13%	-1	-23%	18%	-10%	-3%[57.1 µM]	?

High-throughput results from PubChem BioAssay.
